Source: PubChem BioAssay
Yp Topo-I inh: inhibitors of Yersinia pestis topoisomerase I; activity, % at 10 µM; hit rate 0.064% among 360,000; Y. pestis Topo-I cleavage product accumulation, plate reader; in the data active = activity above about 50%, passing the limit was not always enough; inconclusive = no clear call, values can overlap the other calls; also: inactives centre near 2
GDH-TPI inh: inhibits GDH-TPI coupling enzymes, artifact for Mtb FBA screen | GDH-TPI coupled enzyme counterscreen, NADH absorbance | inhibition, % at 4.8 µM | hit rate 1.2% among 360,000; in the data active = inhibition above about 30%;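 also: 0% = DMSO wells and 100% = wells lacking the enzyme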
Vc quorum ag: quorum light induction in luxS cqsA deficient V. cholerae; activation, % at 18.7 µM; hit rate 0.16% among 350,000; V. cholerae BH1578 lux reporter, luminescence, 6 h; in the data active = activation mostly above about 9.7%, no sharp cut-off; inconclusive = no clear call, values can overlap the other calls; inactive = mostly below about 3.7%; also: not every result past the cut was called active; inactives centre near 0; reference of the scale not given here
UGM FP inh: Mtb UDP-galactopyranose mutase inhibition. purified UGM, fluorescence polarization probe displacement. inhibition, % at 10 µM. hit rate 0.06% among 320,000; in the data active = inhibition above about 10%, passing the limit was not always enough; inconclusive = no clear call, values can overlap the other calls
Target sequence (P9WIQ1 whole entry, looked up): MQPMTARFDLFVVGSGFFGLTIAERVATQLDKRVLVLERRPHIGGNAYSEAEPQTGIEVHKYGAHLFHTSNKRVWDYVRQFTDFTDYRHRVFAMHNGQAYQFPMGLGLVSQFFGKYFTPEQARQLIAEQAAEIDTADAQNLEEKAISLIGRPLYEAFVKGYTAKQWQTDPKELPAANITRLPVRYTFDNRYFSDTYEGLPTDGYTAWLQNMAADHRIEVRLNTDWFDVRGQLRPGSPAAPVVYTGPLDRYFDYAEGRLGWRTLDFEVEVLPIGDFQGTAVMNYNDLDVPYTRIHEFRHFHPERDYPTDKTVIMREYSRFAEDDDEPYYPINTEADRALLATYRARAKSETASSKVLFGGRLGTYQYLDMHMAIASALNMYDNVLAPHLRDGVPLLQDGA
TcdB GH inh: inhibitors of Clostridioides difficile toxin B glycohydrolase; TcdB glycohydrolase enzymatic assay, plate reader; hit rate 0.24% among 350,000; inhibition, % at 9.99 µM; P18177; in the data active = inhibition above about 10%
BioA inh: inhibitors of Mycobacterium tuberculosis BioA enzyme. inhibition, % at 9.99 µM. purified M. tuberculosis BioA enzyme, plate reader. hit rate 0.096% among 360,000. AID 602481; in the data active = inhibition above about 40%; inconclusive = no clear call, values can overlap the other calls
PfHsp40 rescue: restores yeast growth despite PfHsp40 toxicity; S. cerevisiae expressing PfHsp40, growth rescue, ATP luminescence; growth rescue, % at 12.5 µM; hit rate 0.68% among 340,000; AID 504582; in the data active = growth rescue above about 28%, passing the limit was not always enough; inconclusive = no clear call, values can overlap the other calls;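 also: yeast W303a lacking pdr1 and pdr3 grown in galactose medium; growth measured after three days at 30 °C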
Mtb FBA inh: inhibitors of M. tuberculosis fructose-bisphosphate aldolase; purified M. tuberculosis FBA, fluorescence read-out; P9WQA3; AID 588726; hit rate 2.3% among 360,000; inhibition, % at 1 µM; in the data active = inhibition above about 27%;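 also: 0% = vehicle and 100% = reference inhibitor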
Target sequence (P9WQA3 whole entry, looked up): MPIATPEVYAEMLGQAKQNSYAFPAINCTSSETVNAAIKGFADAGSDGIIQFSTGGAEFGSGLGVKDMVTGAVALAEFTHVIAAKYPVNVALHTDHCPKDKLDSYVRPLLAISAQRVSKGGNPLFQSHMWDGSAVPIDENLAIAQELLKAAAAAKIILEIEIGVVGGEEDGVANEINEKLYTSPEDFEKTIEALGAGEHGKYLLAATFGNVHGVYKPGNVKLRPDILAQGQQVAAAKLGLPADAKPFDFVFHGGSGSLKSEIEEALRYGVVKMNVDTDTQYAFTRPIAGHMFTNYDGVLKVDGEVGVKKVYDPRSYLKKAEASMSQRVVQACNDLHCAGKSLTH
FadD28 binding: blocks FadD28 binding to the bisubstrate probe; fluorescence polarization; inhibition, % at 12.5 µM; hit rate 0.22% among 360,000; in the data active = inhibition above about 8.5%, passing the limit was not always enough; inconclusive = no clear call, values can overlap the other calls
An asterisk follows results filed as active; i = inactive; ? = inconclusive; . = not tested or not shown; & = joins results of further samples.

SMILES	Yp Topo-I inh	GDH-TPI inh	Vc quorum ag	UGM FP inh	TcdB GH inh	BioA inh	PfHsp40 rescue	Mtb FBA inh	FadD28 binding
CS(=O)(=O)c1ccc(-c2cccc(NC(=O)COc3ccc(Cl)cc3)c2)nn1	-5	7	-0.4	-2.0	2.4	-0.7	3.6	-1	-1.3
O=C(Nc1ccccc1F)c1ccn[nH]1	-15	-5	i	3.6	0.4	.	-1.8	-4	-2.5
Cc1ccc(-c2cc(C(F)(F)F)n3ncc(C(=O)N4CCCCC4c4cccnc4)c3n2)cc1 (stereo unspecified)	4	1	-0.1	1.2	0.5	.	-0.8	-1	-2.6
Cc1cc(SCc2cccc(Cl)c2)nc(=O)[nH]1	6	5	-0.4	-1.4	0.8	0.3	0.5	0	-2.6
CCOc1ccc(C=NNC(=O)c2ccc(-n3cnnn3)cc2)cc1	3	17	-0.4	0.1	-0.5	0.6	1.4	0	-0.5
CN(C)S(=O)(=O)Nc1ccc2c(c1)Cc1ccccc1-2	6	12	-0.3	-4.0	1.1	1.9	3.1	6	-2.9
O=C(O)c1ccc(NS(=O)(=O)c2ccc3nnn(O)c3c2)cc1	-3	13	-0.7	1.4	.	.	-1.5	-1	-1.8
COc1ccc(-n2ncc3c(N(C)C4CCCCC4)ncnc32)cc1	29	9	-0.3	-0.9	-0.6	17	1.3	4	-1.3
Cc1nc2ccccc2n1CC(=O)OCC(=O)N1CCC(C)CC1	1	-9	3.2	-2.1	1.7	-0.6	-0.5	-1	-2.3
CC(C)=CC(=O)Nc1ccc(Cl)cc1	-1	-10	i	0.1	-0.4	.	1.0	-2	-4.7
O=C1NC(=NCc2ccccc2)NC1(c1ccccc1)c1ccccc1	10	10	i	.	2.1	-1.3	0.5	1	0.8
CC1=C(C(=O)N2CCOCC2)CC(CC(=O)NCCCCc2ccccc2)C(=O)N1CCC1=CCCCC1 (stereo unspecified)	31	6	i	.	0.7	-0.4	.	1	0.3
CC(C)N(C(=O)Cn1c(-c2ccccc2Cl)nc2ccccc21)c1ccccc1	26	6	-0.1	-0.7	.	.	0.5	-1	-0.9
O=C(/C=C/c1cc([N+](=O)[O-])ccc1OC(F)F)NCc1ccc(F)cc1	-6	2	i	-0.8	.	-1.5	0.1	1	-3.8
Cc1ccc(C(=O)N2CCOCC2)cc1S(=O)(=O)N1CCCCC1	1	5	-1.9	-0.2	0.9	-3.0	0.6	6	0.2
COc1ccccc1NC(=O)CSc1nnc(CC(=O)Nc2ccccc2C)n1C	-6	-7	-0.1	-2.9	0.0	-1.2	0.9	-1	-4.1
Cn1c(C(=O)O)ccc1S(=O)(=O)N(Cc1ccccc1)Cc1ccccc1	14	-5	i	3.0	-0.7	.	-0.5	-2	-2.2
CC(OC(=O)Cc1c[nH]c2ccccc12)C(=O)c1ccccc1 (stereo unspecified)	11	9	-2.5	2.0	-3.7	1.0	3.6	4	-0.6
O=C(C[C@H]1C[C@@H]2c3cc(NC(=O)Nc4ccccc4)ccc3O[C@@H]2[C@@H](CO)O1)NCC1CC1	-9	18	-2.1	.	-2.2	0.4	.	1	-0.7
COCCCN1CC(=O)N2C(c3ccc(OC)c(OC)c3)c3[nH]c4ccccc4c3C[C@H]2C1=O (stereo partly specified)	-3	-5	i	-0.6	1.3	1.7	0.2	4	-0.8
Nc1nc(Cl)nc(N(c2ccccc2)c2ccccc2)n1	1	13	i	0.0	0.7	.	-1.1	3	-3.1
CSc1ccccc1Sc1cc(C(=O)O)c2ccccc2n1	-1	19	i	5.6	.	2.0	-0.3	-2	-5.7
COc1ccc(N2C(=O)/C(=C\c3ccco3)N=C2SCC(=O)NC(C)(C)C)cc1Cl	-8	11	-2.4	.	1.0	-1.2	-0.8	3	-1.2
O=C(NCc1ccco1)c1ccc(C(=O)NCc2ccco2)cc1	4	6	i	.	0.5	.	-1.0	-1	0.0
CCOC(=O)C1=C(C)OC(=CC=Cc2ccccc2)C1=O	-5	10	i	.	-2.7	-0.2	.	0	1.0
Cc1nn(Cc2c(Cl)cccc2Cl)c(C)c1N	16	6	i	0.4	.	-0.9	-1.0	-2	0.9
Cc1ccc(C(=O)Nc2cccc(-c3cnc4ccccc4n3)c2)cc1	-4	24	i	0.5	.	1.1	1.4	-3	-3.6
COc1ccc(NC(=O)Nc2ccc(F)c(F)c2)c(OC)c1	9	10	-0.3	2.9	-0.8	.	-1.9	-7	1.6
CCOc1ccc(Cc2nnc(SCC(N)=O)n2C)cc1	5	-1	-0.7	.	.	0.1	-0.1	-2	-2.2
CCn1ncc(Cl)c1C(=O)NC(=S)Nc1ccccc1Br	6	6	-0.3	-1.3	1.8	-1.2	2.0	6	-1.0
COc1ccc(S(=O)(=O)N(C)C[C@@H]2OCc3cnnn3CCCC(=O)N([C@@H](C)CO)C[C@@H]2C)cc1	-3	1	0.4	.	0.9&-5.4&0.4	-1.7&-0.2&-2.8	.	3	-2.6
CC1=CC(=C(C#N)C#N)C=C(C)N1CCN1CCN(C(=O)Nc2ccc(Cl)c(Cl)c2)CC1	25	16	-0.3	-1.6	.	.	-0.7	1	1.5
CC1CN(CC(=O)Nc2ccc(Br)cn2)CC(C)O1 (stereo unspecified)	0	-14	-0.3	-1.1	1.9	2.0	-1.5	-3	-3.2
O=C(c1c(F)cccc1F)N(C1CCCCC1)C1CCCCC1	28	-4	-2.3	3.0	2.4	0.7	-0.3	1	-4.0
O=C(O)C(=O)Cc1c[nH]c2ccccc12	-3	-2	-0.3	6.7	-0.1	-0.6	-2.4	0	-2.9
Cc1c(/C=C2\SC(=O)N(CC(=O)Nc3ccc4c(c3)OCO4)C2=O)c2ccccc2n1C	-10	9	i	-2.6	-1.6	-1.4	0.9	-5	1.9
COc1ccc(/C=C/C(=O)Nc2ccc(N3CCOCC3)cc2)cc1	-12	17	-3.4	-1.0	.	.	1.8	3	-1.7
CCOC(=O)CN1N=C(c2ccc(Cl)cc2)CCC1=O	4	7	i	1.8	0.4	-1.5	-1.8	-2	.
CC(=O)Nc1ccccc1NC(=O)c1cccc2ccccc12	5	8	0.0	-0.6	.	.	-0.4	-2	0.4
O=C(CNc1cccc(S(=O)(=O)N2CCCCCC2)c1)Nc1cccc([N+](=O)[O-])c1	-2	10	-5.7	.	0.3	1.0	0.6	4	-0.2

One compound at a time, as listed above. Screens in order: Yp Topo-I inh, GDH-TPI inh, Vc quorum ag, UGM FP inh, TcdB GH inh, BioA inh, PfHsp40 rescue, Mtb FBA inh, FadD28 binding
Cn1c(C(=O)O)ccc1S(=O)(=O)N(Cc1ccccc1)Cc1ccccc1 is listed with 14, -5, i, 3.0, -0.7, ., -0.5, -2, -2.2
COCCCN1CC(=O)N2C(c3ccc(OC)c(OC)c3)c3[nH]c4ccccc4c3C[C@H]2C1=O (stereo partly specified) is listed with -3, -5, i, -0.6, 1.3, 1.7, 0.2, 4, -0.8
CCOc1ccc(Cc2nnc(SCC(N)=O)n2C)cc1 is listed with 5, -1, -0.7, ., ., 0.1, -0.1, -2, -2.2
CSc1ccccc1Sc1cc(C(=O)O)c2ccccc2n1 is listed with -1, 19, i, 5.6, ., 2.0, -0.3, -2, -5.7

Next part.
SMILES	Yp Topo-I inh	GDH-TPI inh	Vc quorum ag	UGM FP inh	TcdB GH inh	BioA inh	PfHsp40 rescue	Mtb FBA inh	FadD28 binding
CCOc1ncccc1C(=O)Nc1ccc(-c2cn3ccsc3n2)cc1	-5	7	-0.2	0.3	.	-1.8	1.0	5	-2.8
CCNC(=O)CC1C(=O)N(CC)C(=S)N1NC(=O)c1cccnc1 (stereo unspecified)	11	-10	-0.4	1.2	1.8	-0.8	0.3	-3	-3.0
CCN(CC(=O)Nc1ccc(NC(C)=O)cc1)C(=O)c1c(C)nn(-c2ccc(F)cc2)c1Cl	5	-1	i	1.5	1.0	-1.1	-0.9	-1	-0.3
Cc1cccc(C(=O)NNC(=O)C2CCCCC2)c1O	8	3	2.9	.	-4.0	.	.	6	-4.2
CCOc1ccc2nc(NC(=O)c3c([N+](=O)[O-])cnn3CC)sc2c1	6	16	-0.4	-0.6	.	0.3	?	1	-0.9
Cc1cccc(C)c1OCCCN1CCCC1	0	-2	-0.2	0.3	.	-0.3	0.8	1	-1.2
O=C(CCC(=O)Nc1ccc(F)cc1)N/N=C/c1ccccc1	4	1	-0.8	3.1	0.5	-1.0	.	2	-0.5
CC1=CC(=C2C(=O)NC(=S)NC2=O)C=C(C(F)(F)F)N1C	-2	18	-0.6	-2.4	.	-1.9	-0.8	2	-0.3
CCCCNc1nnc(SCC(=O)c2c(N)n(C3CC3)c(=O)[nH]c2=O)s1	2	14	i	-0.8	0.0	-3.5	-0.1	-2	-1.2
O=C(CNC(=O)c1ccc(Cl)cc1Cl)OCC(=O)c1ccc2c(c1)OCCO2	15	11	-0.7	2.4	5.0	0.8	-1.1	-2	-1.8
O=C(Nc1ccccc1OCc1ccccc1)c1ccccc1Br	14	-9	i	1.6	-0.5	1.0	3.1	-5	-5.4
C1=C(N2CCOCC2)/C(=C/c2nc3ccccc3[nH]2)CC1	0	35*	i	-0.3	.	-1.9	-0.8	15	-2.1
COc1ccc2c(c1)CCc1sc(NC(=O)c3ccco3)nc1-2	-9	21	-0.3	0.1	.	-0.3	6.9	4	-2.3
CCC(C(=O)Nc1ncccn1)(C(F)(F)F)C(F)(F)F	-3	5	1.4	1.3	.	2.6	0.6	1	-0.2
CC1=C(C)CC2(C(=O)NC(=O)NC2=O)C(C)C1 (stereo unspecified)	3	7	i	.	3.9	.	-0.2	1	-1.6
Cc1ccc(C(=O)Cn2c(=N)n(N)c3ccccc32)cc1	2	0	i	0.9	0.8	0.5	-0.8	1	1.8
Cc1ccc(OCc2nnc(SCC(=O)NC3CCCCC3)n2C)cc1	9	4	-5.9	-2.7	.	1.1	-0.5	1	-0.9
NC1=NC[C@H](c2ccccc2)N1CC1CCCCC1	-8	-13	-0.3	-0.2	2.8	0.9	-0.5	1	-2.8
COc1ccc(NC(=O)C2CC2(Cl)Cl)cc1S(=O)(=O)N1CCCCC1 (stereo unspecified)	-4	-6	0.5	.	0.7	-1.4	.	3	-0.8
CCOC(=O)N1CCN(C(=O)COC(=O)c2oc3ccc(OC)cc3c2C)CC1	0	-1	i	-10	2.5	-0.3	-0.1	48*	-4.4
CC1CN(c2ccc(Cl)cc2)c2nc3c(c(=O)[nH]c(=O)n3C)n2C1 (stereo unspecified)	3	8	1.1	.	0.6	-0.3	-0.5	3	-1.1
O=C(Nc1cccc(-c2cnc3ccccc3n2)c1)c1ccc(Cl)cc1	2	5	1.8	1.4	0.3	-0.1	-0.4	1	-1.6
C=C1C2[C@H](OC(C)=O)[C@@H]3CC(=O)[C@]4(C)OC[C@@]3(C)[C@@]4(O)[C@@H](OC(C)=O)[C@H](OC(C)=O)[C@@]2(COC(=O)c2ccccc2)[C@@H](OC(C)=O)C[C@@H]1O (stereo partly specified)	8	3	-0.5	0.8	0.9	0.2	0.9	5	-1.8
CCS(=O)(=O)c1nc(S(=O)(=O)c2ccc(Cl)cc2)c(N2CCOCC2)s1	-8	6	-0.2	0.8	-0.8	-0.7	-1.0	1	-3.2
Cc1ccc2nc(-c3cccc(Br)c3)c(Cc3ccccc3C(F)(F)F)n2c1	.	.	.	.	-5.0	0.5	.	2	-2.9
C=CCn1cnc2c(nnn2-c2ccc(Cl)cc2)c1=O	7	2	-0.2	2.1	0.4	.	1.1	0	-1.8
COc1cc2c(c(OC)c1OC)-c1ccc(O)c(=O)cc1[C@@H](N)CC2	4	17	-0.3	2.1	0.8	-0.5	352*	0	-0.6
CCc1ccc(C(=O)CN2C(=O)C(C)N(c3ccc(C)cc3)C2=O)cc1 (stereo unspecified)	-5	4	-0.3	-3.6	0.8	-1.7	0.7	-1	-4.1
O=C(O)CSCC(=O)Nc1cccc(C(F)(F)F)c1	2	-7	-0.3	-1.1	2.3	-0.3	-0.4	5	-2.9
Cc1ccc(C(C)C)c(OCC(=O)OCC(=O)NC2CC2)c1	16	0	i	4.5	1.6	-1.2	-1.0	-4	-5.1
CCOc1cccc2cc(C(=O)Nc3cc(C)on3)c(=O)oc12	3	-1	i	-0.1	.	-0.5	1.1	-2	-1.2
